TLR9-MyD88 inh: inhibitors of TLR9-MyD88 association in cells, primary screen, cell-based, CHO, BLA complementation, fluorescence. AID 504734, 2011. Toll-like receptor 9 (Homo sapiens) + Myeloid differentiation primary response protein …. 340,000 tested, 0.21% active. CCF4 FRET ratio. inhibition, % at 4.98 µM;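 active = inhibition above the mean over all tested compounds plus 3 SD, cut at about 21% in these data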;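 note: 0% = DMSO only wells and 100% = clavulanate BLA inhibitor control wells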
Vif imaging: HIV Vif self-association inhibitors, primary screen, imaging, HEK293T, single point; 340,000 tested, 0.35% active; inhibition, % at 7.49 µM; HEK293T cells, Vif self-association by quenched fluorescence, 24 h; in the data active = inhibition above about 50%, passing the limit was not always enough; inconclusive = no clear call, values can overlap the other calls; inactive = below about 31%; note: some results filed as inactive read as strong as hits
N-glyco inh: increase of ERlucT glycosylation luciferase signal, primary screen, N-linked glycosylation inhibitor project, D54 ERlucT cells, luminescence, set 2; D54 ERlucT glycosylation luciferase reporter, 24 h; percent of 100 nM tunicamycin response; reporter increase, % at 12.5 µM; 360,000 tested, 0.23% active; AID 588692, 2011;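 active = mean luciferase reporter signal, scaled so untreated is 0 and the glycosylation-blocking control 100, at or above a set limit in every replicate; inconclusive = mean reaches the limit but not every replicate does; inactive = mean below the limit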;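 note: luciferase carries N-glycosylation sites so blocking glycosylation raises the light; 0% = median of neutral control wells and 100% = median of 100 nM tunicamycin wells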
Exocytosis inh: LAMP-1 surface exposure blockers, TALL-104 cells – cell-based, flow cytometry, MLPCN library, primary screen | TALL-104 LAMP-1 surface exposure; cells stimulated with thapsigargin and PMA | inhibition, % at 10 µM | 360,000 tested, 0.66% active;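 active = inhibition above about 55%, limit read from the data; inconclusive = no clear call, values can overlap the other calls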
MC4R barr agon: MC4R agonists recruiting beta-arrestin, primary screen, cell-based, luminescence, agonist arm of biased-ligand search. Melanocortin receptor 4 (Homo sapiens), P32245. U2OS MC4R beta-arrestin complementation; percent of melanotan II response, DMSO zero. activation, % at 8.9 µM. 360,000 tested, 0.98% active;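 active = activation above a per-plate cutoff, the mean activation of sample wells on that plate plus 3 SD, cut at about 8% in these data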
Target sequence (P32245 whole entry, looked up): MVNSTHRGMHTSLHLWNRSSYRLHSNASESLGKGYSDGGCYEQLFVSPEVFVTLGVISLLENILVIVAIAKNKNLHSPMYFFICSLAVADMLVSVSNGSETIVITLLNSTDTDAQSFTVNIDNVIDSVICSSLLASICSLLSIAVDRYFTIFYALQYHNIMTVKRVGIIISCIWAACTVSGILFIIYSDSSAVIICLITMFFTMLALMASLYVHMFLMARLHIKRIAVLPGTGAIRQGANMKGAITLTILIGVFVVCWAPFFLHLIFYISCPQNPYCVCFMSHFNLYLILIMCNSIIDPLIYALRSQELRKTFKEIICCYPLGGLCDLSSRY
ABCB6 inh 2: ABCB6 transporter inhibitors, primary screen, K562-ABCB6 cells, flow cytometry, MLPCN library. 360,000 tested, 0.19% active. K562-ABCB6 porphyrin accumulation, 1 h; hits give low values. fluorescence ratio to DMSO, % at 10 µM. ATP-binding cassette sub-family B member 6 (Homo sapiens), Q9NP58;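 active = fluorescence ratio to DMSO below 75%, the collection mean minus 3 SD; inconclusive = too few cells collected in the well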;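 note: signal is porphyrin accumulated inside mitochondria; 100% equals median channel fluorescence of DMSO control wells; lower ratio means ABCB6 inhibition with less porphyrin fluorescence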
NOD2-RIPK2 inh: NOD2-RIPK2 binding disruptors in cells, primary screen, fluorescence, CHO cells, BLA complementation. CCF4 ratio. 360,000 tested, 0.38% active. inhibition, % at 4.98 µM. Receptor-interacting serine/threonine-protein kinase 2 (Homo sapiens), O43353; in the data active = inhibition above about 21%;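 note: 0% = vehicle only and 100% = reference blocker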
Target sequence (O43353 whole entry, looked up): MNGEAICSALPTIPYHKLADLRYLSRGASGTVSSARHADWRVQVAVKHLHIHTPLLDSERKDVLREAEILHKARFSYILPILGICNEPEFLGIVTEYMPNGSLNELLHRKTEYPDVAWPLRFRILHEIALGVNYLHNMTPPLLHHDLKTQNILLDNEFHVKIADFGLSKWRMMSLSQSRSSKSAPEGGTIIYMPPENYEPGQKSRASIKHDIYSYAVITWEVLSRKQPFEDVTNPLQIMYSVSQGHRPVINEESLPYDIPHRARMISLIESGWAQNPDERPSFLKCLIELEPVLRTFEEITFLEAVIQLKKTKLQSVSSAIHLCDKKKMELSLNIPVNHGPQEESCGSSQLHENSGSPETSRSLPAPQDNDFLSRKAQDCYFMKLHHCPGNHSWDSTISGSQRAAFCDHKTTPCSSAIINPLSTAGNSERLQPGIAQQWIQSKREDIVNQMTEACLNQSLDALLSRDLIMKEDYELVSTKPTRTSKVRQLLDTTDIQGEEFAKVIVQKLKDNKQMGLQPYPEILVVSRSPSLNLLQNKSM
MC4R antag cAMP: MC4R antagonists of cAMP signaling, primary screen, cell-based, TR-FRET, antagonist arm of biased-ligand search; inhibition, % at 6.5 µM; MC4R-expressing cells, MTII-stimulated cAMP, LANCE TR-FRET; 360,000 tested, 0.48% active;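 active = inhibition above its plate's cutoff, the mean of tested wells on that plate plus 3 SD, cut at about 29% in these data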;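 note: 0% = Melanotan II alone and 100% = Melanotan II plus saturating MCL0020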
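material = U2OS cells stably expressing human melanocortin 4 receptor (MC4R) | also added = Melanotan II challenge | dosing = single nominal compound dose of 6.5 µM | detection = TR-FRET with Eu-cAMP and labeled anti-cAMP, 671 nm | replication = singlicate | timing = compound 30 min, challenge 1 h, detection 1 h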
aDG glyco act: activators of alpha-DG glycosylation, primary screen, uHTS, Pro5-aDG cells, AlphaScreen. alpha-DG glycosylation AlphaScreen (IIH6); 0% Pro5, 100% B10-LARGE cell signal. activation, % at 10 µM. 360,000 tested, 0.22% active;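 active = activation of at least 8% versus controls, or a plate z-score of at least 8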;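 note: Pro5 are CHO cells carrying HIG-tagged alpha-DG that lacks glycosylation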
ABHD5 PLIN5 PPI: ABHD5-PLIN5 interaction inhibitors, primary screen, cell lysate, split luciferase complementation, luminescence; inhibition, % at 4 µM; 360,000 tested, 0.78% active; Split G. princeps luciferase complementation, 4 h;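 active = inhibition above the mean inhibition across every tested compound plus 3 SD, cut at about 22% in these data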;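 note: 0% = DMSO only wells and the 100% control is not disclosed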
The depositor's hits bear a star; ? = inconclusive; . = not tested or not shown. An excerpt. The share of hits here may be higher or lower than overall.

| canonical_smiles | TLR9-MyD88 inh | Vif imaging | N-glyco inh | Exocytosis inh | MC4R barr agon | ABCB6 inh 2 | NOD2-RIPK2 inh | MC4R antag cAMP | aDG glyco act | ABHD5 PLIN5 PPI |
| --- | --- | --- | --- | --- | --- | --- | --- | --- | --- | --- |
| O=[N+]([O-])c1ccc(O)c(-c2cc(C(F)(F)F)nc(-c3ccccc3)n2)c1 | -7 | . | -13 | 31 | 0.8 | 95 | -17 | 14 | -0.2 | 5 |
| Cc1ccc(NC(=O)c2oc(=O)c3ccccc3c2-c2ccccc2)c(C)c1 | 3 | 0 | -1 | 0 | 2.7 | 100 | -5 | 1 | 0.2 | -4 |
| CCCc1ccc2oc(C(=O)N(C)Cc3ccn[nH]3)c(C)c2c1 | -1 | -2 | 0 | 0 | -0.8 | 93 | -14 | -7 | 0.1 | 6 |
| CC1CCN(C(=O)C2CC(c3ccc(F)cc3)=NO2)CC1 (stereo not given) | 3 | ? | -1 | 0 | -3.3 | 96 | 2 | 2 | 0.0 | 2 |
| Cn1nc(C(C)(C)C)cc1NC(=O)Nc1cc(Cl)cc(Cl)c1 | 9 | -10 | -4 | -20 | -0.9 | 95 | 3 | -4 | 0.4 | 0 |
| CC(=O)c1ccc(S(=O)(=O)NC2CC(=O)N(c3cccc(F)c3)C2)cc1 (stereo not given) | 5 | -9 | -2 | -2 | -2.3 | 98 | -1 | 7 | 0.0 | 1 |
| CC(C)(C)c1ccccc1OCCCCCn1ccnc1 | -9 | -6 | -1 | 1 | 5.6 | 97 | 1 | 11 | -0.1 | 3 |
| Cc1noc(NS(=O)(=O)c2ccc(NC(=O)c3oc4ccc(Cl)cc4c3C)cc2)c1C | -2 | -6 | 3 | -2 | -0.5 | 98 | -7 | -1 | 0.2 | 0 |
| COC(=O)c1c(C)nc2c(c(SC)nn2-c2ccccc2)c1N | -13 | -1 | 2 | 1 | 0.6 | 101 | -4 | -4 | -0.1 | -10 |
| Nc1ccc(S(=O)(=O)Nc2ccc(C(=O)c3ccccc3)cc2)cc1 | 1 | -14 | -4 | 4 | 0.8 | 93 | 0 | 6 | -0.1 | 5 |
| CCOC(=O)c1c(CN2CCN(CCO)CC2)n(C)c2cc(Br)c(OC)cc12 | 2 | 10 | 3 | 20 | -1.8 | 95 | 7 | 1 | 0.8 | 13 |
| CC/C(O)=C1\C(=O)CCCC1=NCc1nc2ccccc2[nH]1 | 7 | -6 | 4 | -2 | 0.0 | 98 | -3 | 4 | 1.2 | -7 |
| COc1c(CC=C(C)C)c(O)cc2oc(=O)c3c4ccc(O)cc4oc3c12 | . | -25 | -1 | 13 | 6.0 | 102 | -8 | -11 | -0.1 | -13 |
| COc1cc(C#Cc2c(-c3cncn3C)n(C)c3ccc(-c4ccc5cc[nH]c5c4)cc23)cc(OC)c1 | -2 | 11 | -5 | 25 | -0.6 | 100 | 9 | 8 | 4.5 | 5 |
| COCCCNC(=O)CN(c1cc(OC)ccc1OC)S(=O)(=O)c1ccccc1 | -3 | -2 | -1 | 0 | -1.4 | 89 | -10 | 14 | 0.0 | 6 |
| COc1ccc(C(=O)Nc2sc3c(c2C#N)CCN(C(C)=O)C3)cc1 | 5 | -11 | 12 | 2 | -0.2 | 103 | -12 | 10 | -0.3 | 3 |
| CCOC(=O)c1cc(C#N)c(SCC(=O)Nc2ccc(C(C)=O)cc2)[nH]c1=O | -5 | -4 | 0 | -13 | -1.6 | 102 | -5 | -1 | -0.1 | -3 |
| Cc1ccc(C(=O)O/N=C(\c2ccccc2)c2cccnc2)cc1 | -5 | -3 | 4 | 1 | -1.5 | 101 | 9 | 19 | 0.2 | -2 |
| O=C(CSc1nc2ccccc2c(=O)n1CCCO)NC1CC1 | -4 | 17 | 4 | -4 | -0.7 | 96 | -8 | 1 | -0.4 | 0 |
| CN(C1CCCCC1)S(=O)(=O)Cc1ccccc1 | 5 | 0 | -1 | -2 | 0.7 | 99 | 9 | 2 | 0.0 | -3 |

Two compounds from above, showing only ABCB6 inh 2 and NOD2-RIPK2 inh.
Compound,ABCB6 inh 2,NOD2-RIPK2 inh
COc1c(CC=C(C)C)c(O)cc2oc(=O)c3c4ccc(O)cc4oc3c12,102,-8
Cc1ccc(NC(=O)c2oc(=O)c3ccccc3c2-c2ccccc2)c(C)c1,100,-5

Next part.
| canonical_smiles | TLR9-MyD88 inh | Vif imaging | N-glyco inh | Exocytosis inh | MC4R barr agon | ABCB6 inh 2 | NOD2-RIPK2 inh | MC4R antag cAMP | aDG glyco act | ABHD5 PLIN5 PPI |
| --- | --- | --- | --- | --- | --- | --- | --- | --- | --- | --- |
| CC1CCCC(C)N1CC(O)COCc1ccccc1F (stereo not given) | -2 | -9 | 3 | -10 | -1.6 | 100 | -8 | -3 | -0.1 | 5 |
| O=C(CCN1C(=O)C2CCCCC2C1=O)N1CCN(S(=O)(=O)c2c(F)cccc2F)CC1 (stereo not given) | -6 | 2 | 0 | 0 | -0.1 | 98 | -3 | 6 | 0.2 | -1 |
| COc1ccc(S(=O)(=O)NC2CC(=O)N(c3cccc(F)c3)C2)cc1OC (stereo not given) | -9 | -12 | 2 | 23 | -3.3 | 101 | -9 | 7 | 0.0 | 0 |
| COC(=O)C1=C(C)NC(=S)N(C(C)=O)C1c1ccccc1 (stereo not given) | 3 | 3 | -3 | 2 | 1.1 | 96 | 10 | -6 | 0.5 | -20 |
| CC(O)Cc1cn(CC(=O)N2CCNCC2)nn1 (stereo not given) | 3 | -1 | 6 | 22 | -1.1 | 97 | -16 | 14 | -0.2 | 7 |
| COc1ccccc1N1CCN(CC(=O)Nc2ccc3c(c2)OCCO3)CC1 | -2 | -2 | 3 | 4 | 6.2 | 90 | 5 | -11 | 0.2 | 14 |
| CCOC(=O)C1C(=O)NC(C)C1c1ccccc1 (stereo not given) | -1 | -34 | 0 | -3 | 1.0 | 107 | -1 | 0 | -0.1 | -3 |
| COc1cccc(C2C(C(=O)c3ccco3)=C(O)C(=O)N2CCCN2CCOCC2)c1OC (stereo not given) | 7 | -3 | 2 | -2 | 2.4 | 101 | -1 | 6 | -0.1 | 1 |
| NS(=O)(=O)c1ccc(CNS(=O)(=O)c2ccc3c(c2)OCCO3)cc1 | -18 | -7 | 2 | -2 | -1.4 | 95 | 0 | -1 | 0.0 | -2 |
| O=C(Cc1ccc(Cl)cc1)NNC(=S)NC(=O)c1cccs1 | 10 | -6 | 0 | -4 | -3.3 | 86 | -2 | 0 | -0.1 | -9 |
| COc1cc(CNCCCN2CCOCC2)cc(Br)c1OCC(=O)N1CCCCC1 | -5 | -3 | 1 | -2 | 0.3 | 107 | 10 | 12 | -0.1 | 1 |
| CC(=O)c1ccc(N2C(=O)[C@@H]3C(CCC(N)=O)NC4(C(=O)Nc5c4ccc(Cl)c5C)[C@@H]3C2=O)cc1 (stereo not given in full) | 8 | 2 | 2 | 1 | 0.6 | 89 | 6 | -1 | -0.2 | -2 |
| CCOc1ccc(NS(=O)(=O)c2ccc(OCC(=O)NCc3ccncc3)cc2)cc1 | -4 | -7 | -3 | 43 | -3.3 | 93 | 0 | 7 | -0.1 | 8 |
| OCC1CCCCN1C(=S)Nc1cccc(Cl)c1 (stereo not given) | -10 | 4 | 2 | -1 | -0.4 | 96 | 2 | -2 | 0.0 | -9 |
| COc1cccc(CN(C(=O)COc2ccc(C)cc2)C2CCS(=O)(=O)C2)c1 (stereo not given) | -18 | 5 | 1 | 8 | -2.2 | 100 | -8 | 7 | 0.2 | 12 |
| c1ccc(-c2cc3cc4c(cc3cn2)OCO4)cc1 | 2 | -6 | -11 | 3 | 3.4 | 95 | 4 | -3 | 0.2 | 4 |
| CC1(C(=O)NS(=O)(=O)c2cccc(C#N)c2)CCN1C(=O)CC1CCCCC1 (stereo not given) | . | . | 2 | -2 | -1.2 | 99 | 7 | 0 | 0.0 | 6 |
| COC(=O)c1ccc(CN2C(=O)C(Cc3ccccc3)ON=C2c2ncccc2C)o1 (stereo not given) | . | -1 | 3 | -5 | 0.1 | 94 | 5 | 15 | -0.1 | 2 |
| O=C(CCN1CCCCC1)c1ccc2c(c1)OCO2 | -3 | 7 | 1 | 80* | -1.1 | 92 | 13 | 24 | 0.2 | -2 |
| O=C(Oc1ccc(Cl)c2cccnc12)N1CCOCC1 | 1 | 1 | 0 | 4 | -0.5 | 98 | -2 | -1 | 0.0 | -2 |
| S=c1[nH]ncn2c1cc1oc3ccccc3c12 | -7 | 6 | 10 | 1 | -1.8 | 92 | 0 | 34* | 0.0 | 3 |
| O=C1CCC/C1=c1\s/c(=C\c2cccnc2)c(=O)n1-c1ccccc1 | 5 | 1 | 0 | -2 | -0.7 | 98 | -2 | -9 | -0.3 | -1 |
| O=C(NCCCN1CCOCC1)C(=O)NCC1OCCN1S(=O)(=O)c1ccc(Br)cc1 (stereo not given) | -2 | -5 | 1 | 0 | -2.0 | 97 | -11 | -2 | -0.1 | 6 |
| O=C(O)CSc1nc2ccc(Br)cc2[nH]1 | 1 | 13 | 0 | -1 | -1.5 | 91 | -9 | 0 | 0.1 | 16 |
| Cn1c(=O)[nH]c(=O)c2c1nc(N1CCNCC1)n2CCOc1ccccc1 | -1 | 6 | 3 | -1 | -0.6 | 93 | -15 | 3 | -0.3 | 9 |
| COc1ccc(CCN2CCC(CN3C(=S)NC[C@@H]3CC(C)C)CC2)cc1OC | -5 | . | 2 | -5 | -1.4 | 104 | 1 | -3 | 0.0 | 6 |
| O=C(Nc1ccc2c(c1)CCC2)c1cc(F)cc(F)c1 | -6 | 3 | 1 | 9 | 0.0 | 100 | -10 | -1 | 0.6 | -2 |
| N#Cc1ccccc1NC(=O)c1cccc(COc2ccc(Cl)cc2Cl)c1 | -9 | 3 | -10 | -2 | 5.1 | 96 | -5 | -5 | -0.2 | -1 |
| COc1c(C)cccc1C(=O)Nc1ccc(OCC(=O)N2CCOCC2)cc1C | 1 | -1 | 0 | 1 | 0.5 | 100 | -13 | 4 | 0.3 | -3 |
| Cc1ccc(-c2ccc(CN3C(C(C)C)C(=O)N(Cc4cn(Cc5ccco5)nn4)CCS3(=O)=O)cc2)cc1 (stereo not given) | -8 | -2 | 1 | -2 | 2.3 | 97 | -11 | 4 | -0.2 | 3 |
| CN(CC(=O)Nc1ccc(Cl)c(Cl)c1)C(=O)CN1C(=O)NC2(CCCC2)C1=O | 8 | -4 | -2 | -2 | -1.6 | 96 | -9 | 5 | -0.2 | 0 |
| COC(=O)C1=C(CN2CCSCC2)NC(=O)NC1c1cc(C)ccc1C (stereo not given) | 6 | 31 | -1 | -10 | -2.2 | 91 | 2 | 1 | -0.2 | 2 |

Bioassay records from PubChem.
